# Bioassay records (PubChem)
# NPYLR7 ag – activates Aedes aegypti NPYLR7 receptor. HEK293T NPYLR7/Galpha15, GCaMP6s calcium fluorescence. activation, % at 10 µM. 0.15% of 270,000 active. AID 1259423; in the data active = activation above about 40%;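 also: 0% = vehicle and 100% = reference agonist at the receptor; some compounds past the cut are filed as inactive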
# hcGAS inh – inhibitors of human cGAS; 0.081% of 290,000 active; Q8N884; recombinant h-cGAS, ATP depletion, Kinase-Glo luminescence; inhibition, % at 12.5 µM;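 also: 0% = vehicle reaction and 100% = reaction without DNA for no activity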
# Target sequence (Q8N884 whole entry, looked up): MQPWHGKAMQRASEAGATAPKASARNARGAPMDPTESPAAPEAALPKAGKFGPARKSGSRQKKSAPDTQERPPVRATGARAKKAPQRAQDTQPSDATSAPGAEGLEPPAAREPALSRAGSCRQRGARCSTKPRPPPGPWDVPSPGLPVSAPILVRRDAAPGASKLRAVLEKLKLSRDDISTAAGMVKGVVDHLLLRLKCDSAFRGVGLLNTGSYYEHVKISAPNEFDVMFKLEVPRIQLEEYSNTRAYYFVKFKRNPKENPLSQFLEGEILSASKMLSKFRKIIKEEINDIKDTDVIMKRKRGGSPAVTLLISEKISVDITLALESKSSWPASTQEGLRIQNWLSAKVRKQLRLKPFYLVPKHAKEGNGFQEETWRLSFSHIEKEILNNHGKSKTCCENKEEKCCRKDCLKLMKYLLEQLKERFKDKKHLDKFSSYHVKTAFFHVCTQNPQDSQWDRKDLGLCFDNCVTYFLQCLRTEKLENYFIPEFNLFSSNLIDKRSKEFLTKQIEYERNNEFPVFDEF
# mcGAS lum – blocks mouse cGAS activity. 0.15% of 160,000 active. inhibition, % at 12.5 µM. AID 1259399. recombinant cGAS, Kinase-Glo ATP depletion luminescence;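 also: 0% = negative control wells and 100% = reference inhibitor with no enzyme activity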
# * hit, by the source's call; / = not tested or not shown; & = joins results of further samples. Rule as the data show it, unless noted: active = inhibition above about 40%; inactive = the rest.
Molecule	NPYLR7 ag	hcGAS inh	mcGAS lum
CCOc1ccc(Br)c(C=Nc2ccc3oc(=O)ccc3c2)c1O	9.0	6.7	/
CC(C)c1nnc(SCC(=O)N2CCCCC2)c2c1cnn2-c1ccc(F)cc1	-12.7	-5.0	-7.5
Nc1c(N2CCC(c3ccccc3)CC2)ncnc1-n1cccn1	6.3	-7.3	/
Cc1cccnc1C(NC(=O)C1CCN(Cc2ccc3c(c2)OCO3)CC1)c1ccccc1 (stereo not given)	6.3	1.9	-2.4
Fc1ccc(OCc2nc(-c3cccs3)no2)c(F)c1	0.0	3.1	/
OCc1nc2ccc(/C=C/c3ccccc3)cc2[nH]1	-7.6	-3.9	-7.5
Cc1nc(CCNC(=O)c2cn(CC3COc4ccccc4O3)nn2)sc1C (stereo not given)	11.0	-7.3	-10.6
CCN(CC)c1ncccc1CNC(=O)c1c(F)cccc1OC	1.5	-1.5	/

# Further results.
Molecule	NPYLR7 ag	hcGAS inh	mcGAS lum
O=C(c1ccccc1F)N(Cc1cccnc1)c1nc2c(Cl)cccc2s1	-24.7	1.6	0.1
O=C(Nc1ccc2[nH]c(=O)[nH]c2c1)C1CC1c1ccccc1Cl (stereo not given)	0.1	-1.3	/
Cc1ccc(N2C(=O)NC(=O)/C(=C\c3cccs3)C2=O)cc1	65.2*	-3.7	-6.9
Cc1ccc(Cl)c(Oc2cc(N3CCOCC3)ncn2)c1	/	-4.7	-3.5
CC(C)COc1nc(-c2cccc(F)c2)n(-c2cccc(NCC(O)Cc3ccccc3)c2)n1 (stereo not given)	-2.7	-4.5	-5.9
c1cnc(N2CCN(Cc3ccc4c(c3)OCO4)CC2)nc1	-7.9&22.4&-1.9	-1.4&-1.8&6.4	0.0
Cc1ccc(-c2[nH]ncc2CNC(C)CCCC(C)(C)O)cc1C (stereo not given)	-5.5	-0.9	/
CCOC(=O)c1ccc2c(c1)nc(SCc1ccc(Cl)c(C(F)(F)F)c1)n2Cc1cccc(F)c1	21.6	-6.3	-6.6

# The list continues:
Molecule	NPYLR7 ag	hcGAS inh	mcGAS lum
Cc1c(C(=O)N2CCc3ccccc3C2)cnc2c(-c3ccc(C(C)C)cc3)cnn12	-0.3	-10.2	-5.2
O=C(c1ccc(-c2ccsc2)nc1)N1CCC(Oc2cccnc2)CC1	-0.4	2.5	/
CSc1nc(N)nc(SCC(=O)C(C)(C)C)c1C#N	15.6	3.3	/
Cc1cnc(C(=O)OCC(=O)c2ccc3ccccc3c2)cn1	2.9	4.2	2.3
Cc1ccccc1OCCSc1nnc(-c2cccnc2)n1C	5.6	-4.1	/
Cn1c(SCCN2CCOCC2)nc2scc(-c3cccs3)c2c1=O	-2.1	-2.6	/
CCn1c(CC2CCN(C/C(C)=C/c3ccco3)CC2)n[nH]c1=O	-5.8	-4.9	/
Cc1cccc(OCC(O)CNC(=O)c2cnc3ccccn3c2=O)c1 (stereo not given)	4.4	-7.6	/

# The list continues:
Molecule	NPYLR7 ag	hcGAS inh	mcGAS lum
CC(=O)c1sc(NC(=O)CCn2[nH]c(=O)ccc2=O)nc1C	4.9	-2.0	/
CN(Cc1nc(-c2cccnc2)no1)C1Cc2ccccc2C1	/	-10.5	-12.5
COc1ccccc1C(=O)NC(Cc1ccccc1)c1nnc(SCc2ccc(F)cc2)n1-c1cc(Cl)ccc1C (stereo not given)	13.5	2.5	-2.6
CCC(c1nc2ccccc2c(=O)n1-c1ccc(C)c(C)c1)N(CC)C(=O)Nc1ccc(C)cc1 (stereo not given)	13.0	-4.6	-4.2
Fc1cc(Br)ccc1N=Cc1ccncc1	7.4&-6.1	-5.8&1.8	/
CCOc1ccccc1-n1c(=O)[nH]c2c(C(N)=O)nc(C3CCCCC3)nc21	14.9	-10.0	/
Cc1cc(C(=O)CN(C)S(=O)(=O)c2cccc(Cl)c2)c(C)n1C	0.2	-5.0	/
Cn1cccc1C(=O)NNC(=O)Cc1ccccc1	-2.1	-7.4	/

# (listing goes on)
Molecule	NPYLR7 ag	hcGAS inh	mcGAS lum
CC1=C(C(=O)N2CCC(C(=O)Nc3ccc(Oc4ccccc4)nc3)CC2)OCCO1	19.4	-7.5	/
O=C1C(=O)N(CN2CCCC2c2cccs2)C(=O)N1CCc1cccs1 (stereo not given)	1.7	1.4	/
Cc1ccc(C2C(=C(O)c3ccccc3)C(=O)C(=O)N2CCCn2ccnc2)cc1 (stereo not given)	11.8	-8.0	-7.7
CC(C(=O)O)n1c(O)c(C=Nc2ccccc2)sc1=S (stereo not given)	-7.8	-4.2	-4.8
N#CCS(=O)(=O)c1ccccc1	1.0	-4.8	/
COc1ccc(OCC(=O)N2CCOC(COc3ccc4c(c3)CCCC4)C2)cc1 (stereo not given)	22.4	-6.1	/
N#CCCN(CCC#N)Cn1nc(-c2ccco2)oc1=S	4.9	4.6	-4.4
CCC(C)NC(=O)c1cc(-c2ccc(OC)cc2)nc2cc(-c3ccc(Cl)cc3)nn12 (stereo not given)	-5.6	0.3	-1.3

# Additional structures follow.
Molecule	NPYLR7 ag	hcGAS inh	mcGAS lum
CN(C)S(=O)(=O)n1cc(/C=C/c2nc(N)nc(-c3ccccc3O)n2)c2ccccc21	3.1	-5.2	/
CCCN(CCC)Cc1ccc(C(=O)NC(C)c2cnn(C)c2C)cc1 (stereo not given)	9.7	-5.5	/
CC1(N(O)C=C2C=CC=N2)CCCCC1=O (stereo not given)	-8.4	-1.5	-8.1
O=C(Nc1ccc(OC2CCCC2)cc1)C1CC(=O)N(CC(F)(F)F)C1 (stereo not given)	4.7	1.1	-2.1
OC1CCN(c2ccnc(N3CCC4(CCOCC4)CC3)n2)CC1	/	3.5	-1.5
COc1ccc(C(=O)N2CCC3(CC2)C(=O)N(CC(=O)NCCc2ccccc2OC)CN3c2ccccc2)cc1	16.9	-7.9	-5.6
CC1CCc2c(sc3ncn(CC(=O)N4CCCCCC4)c(=O)c23)C1 (stereo not given)	2.2	-12.6	/
CCN(CC)C(=O)CSc1ccc(Cl)nn1	-24.2	1.9	/

# (further entries)
Molecule	NPYLR7 ag	hcGAS inh	mcGAS lum
Cc1cccc(-n2c(C)nnc2SC2CCCCNC2=O)c1 (stereo not given)	10.9	-15.0	/
COc1ccc(NC(=O)c2oc3ccccc3c2NC(=O)c2ccco2)cc1OC	-3.1	0.3	/
COc1cccc(NC(=O)N2CCC(Oc3nc4c(C)ccc(C)c4s3)CC2)c1OC	-2.5	-9.1	/
COCCNC(=O)c1cnc(C)nc1C	7.2	-6.7	/
Cc1nc(CN2CC[C@@]3(O)CCN(C(=O)N4CCCC4)C[C@H]3C2)n(C)n1	/	-10.2	-4.0
O=C(c1cnc(-c2cccnc2)nc1)N(Cc1ccco1)Cc1cccs1	/	-3.0	-8.8
CCn1cc(C(CC(=O)O)c2cccc(F)c2)c2ccccc21 (stereo not given)	-0.9	-0.7	/
CCNC(=O)N(CC(=O)N(CCc1ccc(OC)c(OC)c1)Cc1ccc(C)o1)C1CC1	/	-3.6	-4.2

# Later entries:
Molecule	NPYLR7 ag	hcGAS inh	mcGAS lum
CCOC(=O)C(c1cc(C)cc(C)c1)C1C=CC(NC(=O)c2ccc(C(F)(F)F)c(F)c2)C1 (stereo not given)	-4.1	-2.3	-3.3
Cc1ccc(N=Nc2c(C)[nH]n(-c3ccccc3)c2=O)cc1Br	-5.9	-4.6	-4.5
O=C(c1ccc(CSc2nnc3ccccn23)cc1)N1CCCCC1	-7.1	-2.7	-3.0
C=CCn1c(N2CCN(CC(=O)OC)CC2)nc2c1c(=O)[nH]c(=O)n2C	-6.2	-2.7	/
CCN1C(=O)NC(c2ccc(Cl)cc2)C2=C1CN(C(Cc1ccccc1)C(=O)NCc1cccc(F)c1)C2=O (stereo not given)	0.3	-7.6	-3.8
CC1(C)CC(=O)C2C(=NC3=C(C(=O)CC(C)(C)C3)C2c2ccc(Cl)cc2Cl)C1 (stereo not given)	1.1	-7.1	-5.6
Cc1cccc(S(=O)(=O)Nc2ccc(CCNC(=O)NC(C)C)cc2)c1	30.4	-6.2	-4.0
CS(=O)(=O)c1ccc(-c2ccccc2OCCn2ccnc2)cc1	-2.2	-4.6	/

# Continuation:
Molecule	NPYLR7 ag	hcGAS inh	mcGAS lum
CC1=NN(C(=O)CSc2nc3ccccc3s2)C(C)(O)C1 (stereo not given)	1.6	-2.0	-3.7
COc1cc(C(=O)N2CCC(c3nc4ccccc4s3)CC2)c([N+](=O)[O-])c(OC)c1OC	0.0	-5.0	-7.6
CCC(CC)C(=O)N(C)c1c(C)nc2c(OC)cccn12	3.2	-1.0	-0.8
O=C1CSC(c2cccs2)N1CC(O)c1ccccc1 (stereo not given)	-1.2	0.3	0.5
COCCn1cc(NC(=O)Nc2ccc(C)c(C)c2)c2ccccc21	8.2	-4.1	/
OCCOCCN1CCN(C2=Nc3ccccc3Sc3ccccc32)CC1	-4.7&-10.9	0.9&-3.4	-3.2
Cc1cccc(OCCCN(C)C(=O)CN)c1C	0.9	5.1	-9.2
CCN1C(=O)C2(SC(C)(C)CN2C(=O)Nc2cccc(OC)c2)c2cc(F)ccc21 (stereo not given)	-1.1	-6.9	-4.9

# (continued)
Molecule	NPYLR7 ag	hcGAS inh	mcGAS lum
CC(=O)CCc1ccc(OS(=O)(=O)c2ccc3c(c2)CCN3C(C)=O)cc1	4.7	-6.0	/
COc1ccc(OC)c(/C=C2\N=C(c3cccc(C)c3)OC2=O)c1	-0.8	-4.6	/
CN(C)c1ccc(CC(=O)N[C@@H](CCc2ccccc2)C(=O)NCC#N)cc1	19.1	-10.9	/
CC(=O)c1ccc(NC(=O)N2[C@H]3CCNC[C@@H]2CC3)cc1	-4.9	-7.5	-14.8
CCC(C)c1nc(N2CCC(N3CCCCC3)CC2)c2c3c(sc2n1)CCCCC3 (stereo not given)	3.6	-3.0	-3.2
Cc1cccc(-n2cc(-c3ccccc3)c3c(=O)[nH]cnc32)c1	-6.1	-7.0	-6.9
CN(C)S(=O)(=O)CCCN1CCCC(CCc2c(F)cccc2F)C1 (stereo not given)	0.5	-6.5	-12.4
CN(CCO)c1ccc(C(=O)N2CCCC(Cn3ccnc3)C2)cn1 (stereo not given)	1.8	-0.9	-12.6

# (more compounds)
Molecule	NPYLR7 ag	hcGAS inh	mcGAS lum
Cc1c(N)c(-c2cccc(C(F)(F)F)c2)nn1C(=O)OC(C)(C)C	10.1	2.7	/
O=C(CN1C(=O)/C(=C/c2ccccc2)SC1=S)Nc1cccnc1	1.5	-5.3	-4.6
CC(NC(=O)/C=C/c1ccccc1)c1nc2cc(Cl)ccc2c(=O)n1C (stereo not given)	-2.3	-2.9	-3.8
Clc1ccc2c(NC3CCCCC3)nc(-c3ccccc3Cl)nc2c1	15.9	0.9	-3.9
O=C(O)c1cc(Cl)c[nH]1	-0.3	-4.4	/
COc1ccc(Nc2ccc(-c3cccc(N)c3)cn2)cn1	-0.6	-8.3	/
CC(C)CC(C(=O)NCCN(C)C)N1C(=O)CSC1c1ccsc1 (stereo not given)	16.4	-4.1	-3.9
COCc1nc(C)nc(N2CCN(S(C)(=O)=O)CC2)c1Cc1ccccc1F	/	-3.3	-3.3

# Further entries follow.
Molecule	NPYLR7 ag	hcGAS inh	mcGAS lum
Cc1nc2c(c(N(C)C)n1)CCN(C(=O)[C@H](Cc1ccccc1)N(C)C)C2	8.0	-4.9	-12.5
Cc1noc(C)c1CNC(C)CN1CCOCC1 (stereo not given)	21.0	-5.7	/
CN(CCCO)c1nc(C(C)(C)C)nc2c1cnn2C	-6.1	-4.6	/
CCc1nc2c(OCCC3CCCCC3)cccn2c1N(C=O)Cc1ccccc1	4.2	-2.7	-2.7
Cc1cc(C)cc(-c2nc3ccccn3c2NC(=O)COc2ccc(Cl)cc2)c1	-2.4	-5.9	-4.6
Cn1cc(CN2CCN(Cc3ccsc3)C(CCO)C2)c2ccccc21 (stereo not given)	0.3	-8.4	-10.3
COc1ccc(-n2c(C)c(C)n3c4c(=O)n(CCN5CCOCC5)c(=O)n(C)c4nc23)cc1	32.5	-7.6	/
CC(C)COc1nc(-c2cccc(F)c2)n(-c2ccc(NC(=O)c3ccc(F)cc3)cc2)n1	2.4	-4.0	-2.1

# Further entries:
Molecule	NPYLR7 ag	hcGAS inh	mcGAS lum
COc1ccc(-c2cccc(-n3cncc3C(=O)NCc3ccc(Cl)cc3)c2)cc1OC	-1.8	-5.3	-6.0
Cc1cccnc1CNc1nnc(-c2cc(Cl)cc(Cl)c2)s1	-0.2	-7.7	/
O=C(NC1CC1)c1cc(=O)c(OCc2ccc(F)cc2)co1	-1.8	-6.4	/
COc1cccc(-c2nc(C=Nc3ccc4ccccc4c3)c(O)o2)c1	-1.0	-6.3	-6.7
CCOC(=O)CC1COCCN1Cc1cn(C)nc1-c1ccc(Oc2ccccc2)cc1 (stereo not given)	3.5	-9.1	-9.3
O=C1C2CCCCC2C(=O)N1c1nnc(-c2ccncc2)s1 (stereo not given)	-1.6	0.2	/
COc1ccc(C(=O)N(CC(=O)N2CCc3sccc3C2COc2ccccc2OC)CC(C)C)cc1 (stereo not given)	-4.4	-5.1	-5.5
COc1ccc(CCNC(=O)c2cc(-c3cccn3C)nn2-c2ccc(Cl)c(Cl)c2)cc1OC	-2.4	-2.8	-4.0
